Screening data deposited in PubChem by National Center for Advancing Translational Sciences (NCATS).
Epigenetic derep – epigenetic control regulation, reporter derepression; murine LDR cells, GFP reporter derepression, 30 h; Potency, µM (titrated, usually from 53.9 µM), for the others: at the top dose GFP activation, hits mostly activators; hit rate 0.2% among 280,000; AID 1865; active = well fitted activation curve with a large enough effect; inconclusive = small, poorly fitted or top-dose-only effect; also: % of control where 0% means no effect; nearly all actives have a fitted effect of over 60% in size
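Murine LDR cells bearing a silenced CMV-driven GFP reporter were exposed to compound for 30 h at 37 C. After PBS washes, GFP-positive cells (20-120 um objects) counted by laser-scanning microplate cytometry.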
Numbers without * were called inactive; ? = inconclusive. Potency is read from the fitted curve at half-maximal effect. Only part of the results is shown (hit frequency here may not be typical).

SMILES	Epigenetic derep
COc1ccccc1CNC(=O)c1ccc2c(c1)N(Cc1cc(C)ccc1C)C(=O)c1ccccc1S2	0.0%
O=C(NCc1ccc(Cl)cc1)NC1COc2ccccc2C1 (stereo not drawn)	-3.7%
COc1ccc(-c2nc3sc(CCNC(=O)c4ccc(C(C)(C)C)cc4)c(C)n3n2)cc1	-0.1%
Cc1ccc(Cl)cc1NC(=O)CCCn1c(=O)c2cccn2c2cccnc21	-0.7%
COc1ccc(NC(=O)Cn2nnc(C(=O)Nc3ccc(F)c(Cl)c3)c2N)cc1OC	0.0%
COc1ccc(Cl)cc1NC(=O)CCN1C(=O)c2ccccc2Sc2ncccc21	-0.8%
O=C(NC1CCCC1)c1ccc(CSc2nc3cccnc3n2Cc2cccc(F)c2)cc1	-1.2%
Cc1nc2c(C(=O)O)cnn2c(C)c1Cc1ccccc1	2.9%
CC(C)CC(=O)Nc1ccccc1OCc1cc(=O)n2ccccc2n1	2.9%
Cc1ccc(CN2CCN(C3CCNCC3)C(=O)C2=O)cc1	3.9%
Cc1c(C(=O)N(C)C)sc2c1c(=O)n(-c1ccccc1C(F)(F)F)c(=O)n2Cc1ccccc1C#N	-1.3%
Cc1ccc(CN2c3ccccc3-c3nc(SCC(=O)NCCc4ccccc4)ncc3S2(=O)=O)cc1	1.1%
CC(=O)c1ccc(N2CCN(c3ncnc4onc(C)c34)CC2)cc1	-1.3%
Cc1nc2c(C(=O)NCCc3ccc(Cl)cc3)cnn2c(C)c1Cc1ccc(F)cc1	2.7%
CCN(CC)C(=O)C1CCCN(c2ncnc3c2nc2n3CCCCC2)C1 (stereo not drawn)	0.8%
CC(=O)N1CCCc2cc(S(=O)(=O)N(C)CC(=O)Nc3ccc(C)cc3C)ccc21	0.0%
Cc1ccc(-n2c(SCC(=O)NCc3ccccc3)nc3n[nH]c(C)c3c2=N)cc1Cl	5.4%
O=C(Nc1cc(Cl)ccc1Cl)c1cc(S(=O)(=O)N2CCCc3ccccc32)ccc1F	0.8%
CCCCN(CC)C(=O)c1cc2c(=O)n3ccccc3nc2n1C	0.0%
CCOc1ccccc1Nc1sc(C(=O)c2ccc(Cl)cc2)c(N)c1C#N	9.1%
CC(C)(C)NC(=O)c1cnn2c(C(F)F)cc(-c3ccccc3)nc12	1.7%
CCOc1ccccc1CNC(=O)Cc1ccc(NC(=O)N2CCCCc3ccccc32)cc1	0.0%
COC(=O)c1ccc(NC(=O)C(=O)NCCc2csc(-c3ccc(F)cc3)n2)cc1	0.0%
Cc1ccc(S(=O)(=O)C(CNC(=O)COc2ccc(Cl)cc2)c2ccco2)cc1 (stereo not drawn)	1.4%
CN1CCN(CCNC(=O)c2cnn(-c3cccc(Cl)c3)c2C2CCN(C(=O)OC(C)(C)C)CC2)CC1	-1.3%
CCOc1ccc(-c2cn3c(n2)sc2cc(C(=O)NC4CCCc5ccccc54)ccc23)cc1 (stereo not drawn)	0.0%
COC(=O)c1ccc(NC(=O)CC2C(=O)N(c3cccc(OC)c3)C(=O)N2Cc2cccs2)cc1 (stereo not drawn)	-0.2%
CCc1ccc(S(=O)(=O)c2nnn3c2nc(NC2CCCCCC2)c2sccc23)cc1	7.2%
CCNC(=O)Cc1ccc(NC(=O)N2CCCCc3ccccc32)cc1	0.0%
Cc1nc(C)c(-c2ccc(SCC(=O)Nc3ccc(Cl)c(Cl)c3)nn2)s1	2.8%
O=C(NCC1CCCO1)c1c[nH]c2ccc(S(=O)(=O)Nc3cccc(C(F)(F)F)c3)cc2c1=O (stereo not drawn)	-1.1%
CCc1cccc(-n2c(=O)c3cccnc3n2CC(=O)Nc2c(C)cc(C)cc2C)c1	-1.5%
Cn1nc(C(=O)NCc2ccccc2Cl)c2c1-c1ccccc1S(=O)(=O)C2	2.8%
COC(=O)c1ccccc1NC(=O)NCc1ccc2c(c1)CCN2C(=O)c1ccccc1	3.4%
Cc1cccc(-n2ncc(C(=O)Nc3ccc4c(c3)OCO4)c2C2CCN(C(=O)OC(C)(C)C)CC2)c1	1.3%
CCc1cccc(NC(=O)CN2CCCN(Cc3cccc(C)c3)S2(=O)=O)c1	-5.5%
COc1ccc(CCNC(=O)c2cc3c(=O)n4ccccc4nc3n2C)cc1	0.8%
COc1ccc(C)cc1NC(=O)N1CCN(S(=O)(=O)c2ccc3c(ccn3C)c2)CC1	-1.7%
Cc1ccc(CN2CCCn3nc(C(=O)NCCc4cccc(C)c4)cc3C2=O)cc1	-1.6%
Cc1ccc(NCc2cc3cc4c(cc3n(CC(=O)Nc3ccc(F)cc3F)c2=O)OCCO4)cc1	-2.9%
Cc1cc(C)cc(NS(=O)(=O)c2ccc3c(c2)OCC(C(=O)N2CCCC2)O3)c1 (stereo not drawn)	1.5%
Cc1cccc(N2CCN(C(=O)COCc3cc(-c4ccc5c(c4)OCO5)on3)CC2)c1C	-0.4%
CCc1ccc(NC(=O)c2ccc(F)c(S(=O)(=O)NCc3ccc(Cl)c(Cl)c3)c2)cc1	?
Cc1cc(C)c(Nc2nc3ccccc3n3c(C)nnc23)c(C)c1	5.1%
CCOc1ccc(NC(=O)Cn2cnc3c(oc4ccccc43)c2=O)cc1	0.0%

For convenience, part of the list above.
SMILES	Epigenetic derep
Cc1cc(C)cc(NS(=O)(=O)c2ccc3c(c2)OCC(C(=O)N2CCCC2)O3)c1 (stereo not drawn)	1.5%
Cc1cccc(N2CCN(C(=O)COCc3cc(-c4ccc5c(c4)OCO5)on3)CC2)c1C	-0.4%
CCc1ccc(NC(=O)c2ccc(F)c(S(=O)(=O)NCc3ccc(Cl)c(Cl)c3)c2)cc1	?
Cc1cc(C)c(Nc2nc3ccccc3n3c(C)nnc23)c(C)c1	5.1%
CCOc1ccc(NC(=O)Cn2cnc3c(oc4ccccc43)c2=O)cc1	0.0%

(list continues)
SMILES	Epigenetic derep
CCc1ccc(-n2nc(C)c3c(C)cc(=O)n(CC(=O)Nc4ccc(F)cc4C)c32)cc1	0.8%
Cc1ccc(C)c(N2CCN(C(=O)CS(=O)(=O)c3cccc4nsnc34)CC2)c1	-1.6%
COc1ccccc1NC(=O)Cn1nnc(C(=O)Nc2ccccc2Br)c1N	5.9%
CC(C)NC(=O)C1CCCN(c2ncnc3c2nc2n3CCCCC2)C1 (stereo not drawn)	1.2%
O=C(OCc1cc(=O)n2nc(C3CC3)sc2n1)c1ccc(NC(=O)c2ccccc2F)cc1	?
CCCN1CCN(CCCNC(=O)c2ccc3nc(Cc4ccccc4)oc3c2)CC1	0.0%
COc1cccc(C(=O)Nc2nc(-c3nnn(-c4cc(C)ccc4C)c3C)ns2)c1	-1.9%
COc1ccc(-c2nc3sc(CCNC(=O)C(=O)Nc4c(C)cccc4C)c(C)n3n2)cc1	14.1%
Cc1ccc(-c2cn3c4c(=O)n(C)c(=O)n(C)c4nc3n2-c2cccc(Cl)c2)cc1	-3.6%
Cc1cc(C)c(NC(=O)CSc2nc3c([nH]c4ccccc43)c(=O)n2C)c(C)c1	0.0%
COc1ccc(NCc2cc3cc4c(cc3n(CC(=O)Nc3cc(C)cc(C)c3)c2=O)OCO4)cc1	-1.6%
COc1ccc(CCNc2ncnc3c2c(-c2ccccc2)cn3-c2ccc(Cl)cc2)cc1OC	2.9%
COC(=O)c1cnn(-c2ccc(C(=O)Nc3ccc(C(C)=O)cc3)cc2)c1N	-0.5%
Cn1cc(S(=O)(=O)c2ccccc2)c(=O)c2cc(F)c(N3CCOCC3)cc21	-1.1%
O=C(c1cccc([N+](=O)[O-])c1)N1c2ncnn2C2(CCCCC2)[C@@H]2CCCC[C@@H]21	0.0%

Laid out differently: entries from further up
SMILES,Epigenetic derep
COc1ccc(NCc2cc3cc4c(cc3n(CC(=O)Nc3cc(C)cc(C)c3)c2=O)OCO4)cc1,-1.6%
CC(C)NC(=O)C1CCCN(c2ncnc3c2nc2n3CCCCC2)C1 (stereo not drawn),1.2%
O=C(c1cccc([N+](=O)[O-])c1)N1c2ncnn2C2(CCCCC2)[C@@H]2CCCC[C@@H]21,0.0%
CC(=O)c1ccc(N2CCN(c3ncnc4onc(C)c34)CC2)cc1,-1.3%
COc1ccc(-c2nc3sc(CCNC(=O)c4ccc(C(C)(C)C)cc4)c(C)n3n2)cc1,-0.1%
COC(=O)c1ccc(NC(=O)CC2C(=O)N(c3cccc(OC)c3)C(=O)N2Cc2cccs2)cc1 (stereo not drawn),-0.2%
COc1ccc(CCNc2ncnc3c2c(-c2ccccc2)cn3-c2ccc(Cl)cc2)cc1OC,2.9%

Carrying on:
SMILES	Epigenetic derep
COc1ccc2c(c1)c1c(c(=O)n(-c3ccc(C)cc3)c(=O)n1CC(=O)Nc1cc(C)ccc1C)n2C	-1.6%
CCCCn1c(=N)c(S(=O)(=O)c2ccccc2)cc2c(=O)n3cccc(C)c3nc21	-1.1%
COc1ccc(OC)c(NC(=O)CSc2ncc3c(n2)-c2ccccc2N(C)S3(=O)=O)c1	-1.0%
Cc1cn2c(=O)cc(COC(=O)c3cccc(NC(=O)c4ccccc4Cl)c3)nc2s1	?
CC(=O)c1cccc(NC(=O)CSc2nc3ccccc3nc2Cc2ccc(F)cc2)c1	0.3%
Cc1ccc(NC(=O)c2ccc(=O)n(CC(=O)Nc3c(C)cc(C)cc3C)n2)cc1	1.3%
COc1ccc(-c2nc(SCC(=O)NC(C)CCc3ccccc3)n[nH]2)cc1 (stereo not drawn)	-3.7%
CC1Cc2cc(S(=O)(=O)N(Cc3ccccc3)C(C)C)ccc2N1C(=O)C1CCC1 (stereo not drawn)	-1.2%
Cc1cc(C)cc(NC(=O)C(=O)NCC(c2cccnc2)N2CCc3ccccc32)c1 (stereo not drawn)	0.8%
COc1ccc(CCNC(=O)C2c3ccccc3C(=O)N2Cc2ccccc2)cc1OC (stereo not drawn)	2.8%
Cn1cc(S(=O)(=O)N2CCCCC2)cc1C(=O)Nc1ccc(OC(F)(F)F)cc1	1.7%
COc1ccc(CCNC(=O)c2cc(S(=O)(=O)N3CCCC(C)C3)cn2C)cc1OC (stereo not drawn)	-0.9%
CCOc1ccccc1NC(=O)C(c1ccccc1)N1Cc2ccccc2C1=O (stereo not drawn)	-1.2%
Clc1cccc(-c2ccc(CNCCSc3nnnn3-c3ccccc3)o2)c1	-1.6%
Cc1ccc(NC(=O)N2CCC(n3c(C)nc4cccnc43)CC2)c(Cl)c1	-4.7%
CC1CCN(c2ccc(-c3nc(C(C)C)no3)cc2[N+](=O)[O-])CC1	-2.4%
COc1ccc(CCC(=O)N2CCc3c([nH]c4ccccc34)C2c2ccc(F)cc2)cc1 (stereo not drawn)	8.5%
COC(=O)c1c(-c2cccs2)csc1NC(=O)c1cccc(Cl)c1	1.6%
CCC1CN(C(=O)NCc2ccc(F)cc2)c2ccccc2O1 (stereo not drawn)	0.8%
Cc1ccc(-n2ncc(C(=O)NCCN3CCN(C)CC3)c2C2CCN(C(=O)OC(C)(C)C)CC2)c(C)c1	-0.4%
Cc1ccc(NC(=O)c2nc(S(C)(=O)=O)ncc2N(Cc2ccc(C(C)(C)C)cc2)Cc2ccco2)cc1C	-1.6%
CCOC(=O)c1c(C)[nH]c(C)c1S(=O)(=O)NCC(=O)Nc1ccc(CC)cc1	-1.3%
CCCCC(=O)NCc1nc2cccnc2n1Cc1ccc(OC)cc1	1.4%
CCCCC(=O)OC1=CN(Cc2ccccc2)S(=O)(=O)c2ccccc21	-1.6%
CCc1ccccc1NC(=O)c1cc(S(=O)(=O)N(CC)c2ccccc2)ccc1F	1.4%
CCc1ccc(OCCSc2nc(-c3cccc(C)c3)nc3cc(=O)[nH]n23)cc1	-1.8%
CC(CNC(=O)Cn1c(-c2cccs2)cc2cc(Cl)ccc21)c1ccccc1 (stereo not drawn)	-0.2%
CCOc1cc(C2CC(=O)Nc3c2c(C)nn3-c2nc(C)cc(C)n2)ccc1O (stereo not drawn)	0.0%
Cc1cccc(N2C(=O)N(Cc3ccc(C(C)(C)C)cc3)c3ccccc3S2(=O)=O)c1	-0.2%
Cc1cccc(NC(=O)CSc2nc(-c3cccc(C)c3)nc3c2Cc2c(CO)cnc(C)c2O3)c1	0.7%
O=S(=O)(c1ccccc1)c1nc(-c2ccc(Cl)cc2Cl)oc1N1CCCCC1	1.1%
Cn1nc(C(=O)NCc2cccc(Cl)c2)c2c1-c1ccccc1SC2	-4.4%
CC(=O)c1cccc(NC(=O)C2CCN(S(=O)(=O)c3ccc4[nH]c(=O)ccc4c3)CC2)c1	0.0%
CCCCOc1ccc(C(=O)Nc2ccc3c(c2)CCCN3S(=O)(=O)c2ccc(C)cc2)cc1	-3.0%
COc1cccc(CN2C(=O)N(c3ccc(C)cc3)C(=O)C2CC(=O)Nc2cc(OC)cc(OC)c2)c1 (stereo not drawn)	-0.8%
CC(C)CC(=O)NCc1nc2cccnc2n1Cc1ccccc1	0.0%
Cc1cccc(N2C(=O)C(CC(=O)Nc3ccc(Cl)cc3)N(Cc3ccco3)C2=O)c1 (stereo not drawn)	-2.2%
Cc1cccc(-n2c(=O)c3c(c4cc(C)ccc4n3C)n(CC(=O)NCCC3=CCCCC3)c2=O)c1	-0.9%
CNC(=O)c1c(NC(=O)/C=C/c2ccccc2)sc2c1CCC2	-1.1%
CCCCN(C(=O)c1cccc(S(=O)(=O)N2CCCCC2)c1)C1CCS(=O)(=O)C1 (stereo not drawn)	0.0%
COc1ccc(NC(=O)c2cc3c(=O)n(Cc4ccco4)ccc3nc2C)c(OC)c1	1.1%
CC(=O)c1cccc(NC(=O)CCS(=O)(=O)c2cc3c(cc2C)NC(=O)CO3)c1	1.4%
Cc1ccccc1NS(=O)(=O)c1ccc2[nH]c3c(c2c1)CCCCC3	-1.3%
COC(=O)c1ccccc1NC(=O)c1ccc2nc(Cc3ccccc3)oc2c1	-1.7%
CCOc1ccc(-n2ccnc2SCC(=O)Nc2cc(C)ccc2C)cc1	1.4%
COc1ccccc1NC(=O)c1c(-c2ccc(C)cc2)nnc2ccccc12	-1.9%
